influenza NS1A = NS1A inhibition, H1N1 influenza, cell based functional assay (AID 504329); 340,000 compounds, 0.3% hits; NS1A functional cell-based assay, percent inhibition; higher % means a stronger effect; one-dose inhibition, % at 12.5 µM; IC50 in µM for titrated hits; in the data active means a potency from the dose series; inconclusive means inhibition above about 27% without an active follow-up result; further: strong numbers were not always called active
tuberculosis growth = growth inhibition of non-replicating M. tuberculosis (AID 488890) | Mycobacterium tuberculosis non-replicating, growth inhibition; higher % means a stronger effect | inhibition, % at 25 µM; hits with a dose series show IC50 in µM | 320,000 compounds, 0.39% hits; in the data active means a potency from the dose series; inconclusive means inhibition mostly from about 82% at the one dose, without a potency; inactive means the rest, 99 in 100 with inhibition below about 76%;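 further: plate controls were DMSO cells for no effect and high antibiotic wells for full effect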
PhoP GFP inhibition = Inhibition of PhoP regulon, Salmonella typhi GFP reporter cells, confirmation, 4 h (AID 1850). one-dose inhibition, % at 50 µM; IC50 in µM for titrated hits. Salmonella Typhi PhoP-promoter GFP reporter, fluorescence, 4 h; higher % means a stronger effect. 310,000 compounds, 0.33% hits; in the data active means a potency from the dose series; inconclusive means inhibition mostly from about 25% at the one dose, without a potency; inactive means the rest, 99 in 100 with inhibition below about 19%;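 further: 0% = induced wells with vehicle and 100% = uninduced wells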
M. tuberculosis HTS = M. tuberculosis growth inhibition, HTS (AID 449762); inhibition, % at 25 µM; hits with a dose series show IC50 in µM; M. tuberculosis H37Rv growth inhibition, 7H9 media; higher % means a stronger effect; 330,000 compounds, 0.59% hits; in the data active means a potency from the dose series; inconclusive means inhibition above about 70% without an active follow-up result;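 further: bacterial growth assessed after seven days of incubation; strong numbers were not always called active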
inhibitors of VEEV = inhibitors of VEEV TC-83 cytopathic effect, confirmation, Vero cells (AID 588727); Vero cells, VEEV TC-83 cytopathic effect inhibition; higher % means a stronger effect; inhibition, % at 20 µM; hits with a dose series show IC50 in µM; 350,000 compounds, 0.13% hits; in the data active means a potency from the dose series; inconclusive means inhibition mostly from about 14% at the one dose, without a potency; inactive means the rest, 99 in 100 with inhibition below about 12%; further: strong numbers were not always called active
inhibitors of VEEV 10K pilot screen = also measured in inhibitors of VEEV; calls as there; inhibition, %; measured here: 10K pilot screen inhibition
The depositor's hits bear a star; i = inactive; ? = inconclusive; / = no result given.

SMILES	influenza NS1A	tuberculosis growth	PhoP GFP inhibition	M. tuberculosis HTS	inhibitors of VEEV	others
Cc1ccc(C(=O)C2(C)C3c4cc(Br)ccc4OC(=O)C32C(=O)c2ccco2)cc1 (configuration not stated)	-21%	28%	0%	25%	3.8%
Oc1ccc(Nc2nc(Cl)nc(NCc3ccco3)n2)cc1	-7%	10%	-11%	11%	7.8%
CCOC(=O)c1cc(-c2ccccc2)nc2ccc(C)cc12	-23%	4%	9%	44%	2.8%
N#Cc1ccc(-c2csc(NC(=O)c3cc(-c4cccs4)nc4ccccc34)n2)cc1	-3%	64%	7%	6%	5.1%
O=C1C=C(c2ccc(Cl)c(C(F)(F)F)c2)C[C@@H](c2ccc(Cl)cc2)C1	-2%	-1%	/	24%	1.0%
NC(=O)COC(=O)CCCc1c[nH]c2ccccc12	-6%	3%	1%	10%	1.4%
CC(Oc1ccccc1)C(=O)N1CCN=C1SCc1ccc(F)cc1 (configuration not stated)	-1%	18%	5%	11%	1.7%
Cc1cc(NC(=O)CSc2nnc(-c3ccc(S(=O)(=O)N4CCCC4)cc3)n2C)no1	-7%	/	-8%	-6%	0.6%
C=CCn1nnnc1SCC(=O)Nc1ccc(OC)cc1	-4%	2%	0%	-6%	0.3%
COc1cccc(-c2nc3sc4c(c3c(=O)[nH]2)CCCCC4)c1	-8%	-7%	1%	-6%	0.8%
CCOC(=O)Nc1sc2c(c1C#N)CCCC2	-19%	-3%	-11%	2%	3.1%
O=C(O)/C=C/c1ccccc1Oc1ccccc1	15%	24%	3%	4%	6.8%
COc1ccc(C(=O)NCc2nnc(SCC(=O)Nc3cccc(OC)c3)o2)cc1	4%	-6%	0%	9%	i
O=[n+]1c2c(n([O-])c3cc(Br)ccc31)CCCC2	1%	-5%	-6%	-3%	0.1%	inhibitors of VEEV 10K pilot screen=2.3
O=C(NCc1ccccc1)c1nc2c(nnn2Cc2cccc(Cl)c2)c(=O)[nH]1	-12%	71%	-3%	3%	i
CCS(=O)(=O)c1ccc(O)c(NC(=O)COc2ccc(C)cc2)c1	-2%	3%	-4%	2%	0.4%
CC(=O)c1cccc(NC(=O)COC(=O)c2ccc(S(C)(=O)=O)c([N+](=O)[O-])c2)c1	3%	17%	20%	-4%	3.5%
O=C(NCCC1=CCCCC1)c1cc(S(=O)(=O)N2CCOCC2)c(Cl)cc1Cl	-14%	-8%	1%	3%	0.2%
O=C(O)c1cc(S(=O)(=O)O)cc(Nc2c3ccccc3nc3ccccc23)c1O	-1%	4%	-15%	5%	1.3%
COc1cc(NC(=O)NCc2ccncc2)cc(OC)c1OC	5%	1%	-20%	9%	1.4%
Cc1nc(CN(C)Cc2nc(Cc3ccccc3Cl)no2)cs1	-24%	29%	14%	6%	i
N#Cc1ccccc1NC(=O)COC(=O)c1ccc2c(c1)OCO2	-2%	1%	/	2%	0.3%
O=C(/C=C/c1ccco1)Nc1ccc(C(=O)N2CCOCC2)cc1	-3%	-9%	1%	3%	i
Cn1cccc1Cc1nnc(SCC(=O)NCC2CCCO2)n1C (configuration not stated)	-10%	-18%	-7%	1%	0.3%
CCOC(=O)C1CCCN(C(=O)CCCn2nnnc2CN2CCOCC2)C1 (configuration not stated)	-9%	/	/	/	0.4%
CCC(=O)Nc1sc(C(=O)N2CCCCC2)c(C)c1C#N	-6%	-14%	15%	0%	0.9%
COc1ccc(C(=O)OCC(=O)N2CCCCCC2)cc1S(=O)(=O)N1CCOCC1	-16%	5%	/	3%	0.3%
Cc1ccc(S(=O)(=O)/N=C(/c2ccccc2)N2CCOCC2)cc1	3%	-21%	-2%	-4%	0.2%
CC(=O)Nc1ccc(NC(=O)c2nccnc2C(=O)O)cn1	0%	3%	-3%	0%	i
OC(CN1c2ccccc2Sc2ccccc21)Cn1nnc2ccccc21 (configuration not stated)	1%	38%	5%	-5%	1.9%
CCCCNS(=O)(=O)c1ccc(S(=O)(=O)NCc2ccncc2)cc1	-3%	27%	-5%	-5%	i
CN1N=C(C(=O)N2CCCC(C(=O)c3cccc(C(F)(F)F)c3)C2)CCC1=O (configuration not stated)	0%	-9%	1%	-2%	1.4%
Cc1ccc(C(=O)NCC(=O)OCC(=O)NCCNC(=O)COC(=O)CNC(=O)c2ccc(C)cc2)cc1	-2%	-4%	1%	0%	1.0%
CN(Cc1ccccc1)Cc1ccccc1OC(=O)N(C)C	-7%	-12%	-7%	-3%	i
O=C(CN1CCOCC1)NCCc1ccccc1	-9%	-9%	6%	0%	0.5%
COc1ccc(CN(Cc2ccc(C(=O)O)cc2)C(=S)Nc2cc(C)cc(C)c2)cc1OC	2%	-5%	11%	7%	3.0%
Cc1c(CCC(=O)O)c(=O)oc2c(C)c3occ(-c4ccc(Cl)cc4)c3cc12	-5%	34%	5%	21%	0.4%
CC1(C)O[C@@H]2[C@H](O1)[C@@H](COS(=O)(=O)O)O[C@H]2n1cnc2c(N)ncnc21	/	7%	/	8%	/
CCC(C)NC(=O)/C=C/c1cccs1 (configuration not stated)	19%	/	3%	2%	i
CCOC(=O)N1CCN(C(=O)CNS(=O)(=O)c2c(C)cc(C)cc2C)CC1	4%	-14%	-3%	-5%	i
O=C(O)c1ccc(Cn2cnc3scc(-c4ccccc4)c3c2=O)cc1	-6%	-2%	-6%	-7%	i
CN(C)S(=O)(=O)c1cc(C(=O)NCc2ccccc2)c(Cl)cc1Cl	2%	14%	5%	4%	1.0%
CSc1nc2sc3c(c2c(=O)[nH]1)CCC(C)C3 (configuration not stated)	-1%	-4%	0%	2%	0.5%
Cn1c(N)c(C(=O)CNC2CCCCC2)c(=O)n(C)c1=O	4%	-15%	3%	-2%	2.0%
COc1ccc(-n2nc(C(=O)NCC(=O)N3CCN(c4ccccn4)CC3)c3ccccc3c2=O)cc1Cl	6%	7%	-1%	13%	8.9%
COc1ccccc1C(=O)OCC(=O)Nc1ccc(Cl)cn1	-2%	i	0%	?	1.5%
O=C1C(Cc2ccccc2)C(c2ccccc2)N1c1ccccc1 (configuration not stated)	-13%	-5%	2%	-3%	4.6%
Cc1ccc(S(=O)(=O)NC(C(=O)Oc2ccc3c(C(F)(F)F)cc(=O)oc3c2)c2ccccc2)cc1 (configuration not stated)	-6%	16%	-13%	-18%	1.0%
COc1ccc(NC(=O)c2ncn[nH]2)cc1	12%	3%	-3%	-4%	6.8%
COc1ccc(S(=O)(=O)Nc2c(NC3CCCCC3)c3ccccc3oc2=O)cc1Cl	-10%	17%	0%	6%	6.5%
Nc1nonc1-n1nnc(C(=O)N/N=C/c2ccccc2)c1CSc1ccccc1	/	6%	-14%	-3%	0.6%
COCC(=O)N1CCC(Oc2ccc(C(=O)NCc3cnc(C)cn3)cc2)CC1	6%	-13%	14%	7%	1.7%
O=C(Nc1cc(-c2ccccc2)[nH]n1)c1ccccc1	7%	22%	8%	1%	0.5%
Nc1nncn1C(=O)CCCN1C(=O)c2ccccc2C1=O	5%	-2%	-14%	-1%	1.2%
C=CCOC(=O)C1=C[C@@H](c2ccc(C(F)(F)F)cc2)C[C@@H](OCc2ccc(CO)cc2)O1	1%	79%	-6%	13%	0.1%
COc1cc(/C=c2\sc3n(c2=O)CCCN=3)ccc1O	1%	-4%	-4%	-12%	3.2%
CC(c1ccccc1)N1CC(C(=O)N2CCN(Cc3ccc(C#N)cc3)CC2)CC1=O (configuration not stated)	-16%	/	/	/	1.6%
CC1CC(C)CN(C(=O)Cc2c(C(=O)O)[nH]c3ccc(Cl)cc23)C1 (configuration not stated)	-2%	13%	4%	6%	1.0%
Cc1ccc(C(C)C)c(OCC(=O)NNC(=O)C2CSC3(C)CCC(=O)N23)c1 (configuration not stated)	-4%	/	/	/	7.4%
Cc1cccc(C)c1NC(=O)CNC(=O)c1c(-c2ccccc2)noc1C	-6%	9%	/	-6%	i

Reprinted from the part before: 4 compounds; new compounds follow.
SMILES	influenza NS1A	tuberculosis growth	PhoP GFP inhibition	M. tuberculosis HTS	inhibitors of VEEV	others
CC(c1ccccc1)N1CC(C(=O)N2CCN(Cc3ccc(C#N)cc3)CC2)CC1=O (configuration not stated)	-16%	/	/	/	1.6%
CC1CC(C)CN(C(=O)Cc2c(C(=O)O)[nH]c3ccc(Cl)cc23)C1 (configuration not stated)	-2%	13%	4%	6%	1.0%
Cc1ccc(C(C)C)c(OCC(=O)NNC(=O)C2CSC3(C)CCC(=O)N23)c1 (configuration not stated)	-4%	/	/	/	7.4%
Cc1cccc(C)c1NC(=O)CNC(=O)c1c(-c2ccccc2)noc1C	-6%	9%	/	-6%	i
CCCOc1ccc(C(F)(F)F)cc1NC(=O)C1CC(=O)N(Cc2ccco2)C1 (configuration not stated)	-6%	13%	/	1%	5.8%
N/C(=N\OC(=O)CC1CCCCC1)c1cccc(Br)c1	-8%	59%	-6%	55%	2.1%
O=C(O)C1=CCCNC1	-1%	-1%	-10%	4%	0.8%
COc1ccccc1C(=O)NNC(=O)c1ccc2ccccc2c1	-8%	5%	-6%	-2%	1.1%
O=S(=O)(Nc1ccn(-c2ccccc2)n1)c1ccc(Br)cc1	-1%	40%	3%	95µM*	2.1%
Cc1nc(N2CCOCC2)[nH]c(=O)c1[N+](=O)[O-]	4%	-2%	-3%	-5%	3.7%
Cc1ccc(S(=O)(=O)NCc2ccc(C(=O)NCCCN3CCN(C)CC3)cc2)cc1	17%	-11%	3%	-5%	1.8%
COc1cc(NC(=O)CSc2nc3ncnc(N)c3[nH]2)c(C(=O)O)cc1OC	-1%	-5%	10%	4%	0.3%
Nc1ccc(C(=O)OCC(=O)Nc2ccc([N+](=O)[O-])cc2C(F)(F)F)cc1	-9%	-25%	13%	3%	i
Cc1ccc(C(=O)NNC(=O)C2CCN(S(=O)(=O)c3ccc(C)cc3)CC2)cc1	-3%	-17%	5%	1%	0.4%
CSc1ccc(CN(C)CC(=O)NC(=O)NC(C)(C)C)cc1	-2%	21%	2%	0%	3.0%
O=C(NCc1cccnc1)C(=O)Nc1nc(-c2ccccc2)cs1	1%	10%	8%	45%	5.5%
Cc1ccc(NC(=O)Cn2cccc2)c(C)c1	-1%	7%	4%	-4%	1.1%
CCOc1cccc(OCCOc2ccc(C(=O)c3ccccc3)cc2)c1	8%	74%	-10%	66%	i
CCOc1cc(N2CCOCC2)c(OCC)cc1NC(=O)CN1C(=O)NC2(CCCCCCC2)C1=O	-2%	3%	13%	-2%	2.1%
COc1ccc(C(=O)N=S2CCN(C(=O)c3ccc(Cl)cc3)CC2)cc1	/	-4%	-6%	8%	i
C/C(=N\S(=O)(=O)c1ccc(C)cc1)N(C)C	12%	-8%	3%	-8%	1.0%
Cc1nc(Nc2ccc(Cl)c(Cl)c2)sc1C(/C=C/c1ccc2c(c1)OCO2)=NNc1ccc([N+](=O)[O-])cc1[N+](=O)[O-]	14%	/	/	/	0.8%
NS(=O)(=O)c1ccc(S(=O)(=O)c2ccccc2)nc1	/	-5%	7%	1%	0.4%
COC(=O)C1=NNC2(c3ccc(C)cc3)C(=O)N(c3ccc(C)cc3)C(=O)C12 (configuration not stated)	-3%	8%	7%	3%	0.0%

Structural class, the entries above containing a cyano group.
SMILES	influenza NS1A	tuberculosis growth	PhoP GFP inhibition	M. tuberculosis HTS	inhibitors of VEEV	others
N#Cc1ccc(-c2csc(NC(=O)c3cc(-c4cccs4)nc4ccccc34)n2)cc1	-3%	64%	7%	6%	5.1%
CCOC(=O)Nc1sc2c(c1C#N)CCCC2	-19%	-3%	-11%	2%	3.1%
N#Cc1ccccc1NC(=O)COC(=O)c1ccc2c(c1)OCO2	-2%	1%	/	2%	0.3%
CCC(=O)Nc1sc(C(=O)N2CCCCC2)c(C)c1C#N	-6%	-14%	15%	0%	0.9%
CC(c1ccccc1)N1CC(C(=O)N2CCN(Cc3ccc(C#N)cc3)CC2)CC1=O (configuration not stated)	-16%	/	/	/	1.6%

(continued)
SMILES	influenza NS1A	tuberculosis growth	PhoP GFP inhibition	M. tuberculosis HTS	inhibitors of VEEV	others
CCCOc1ccc(CC(CC(=O)O)(C(=O)O)C(=O)O)cc1	-7%	-5%	2%	-5%	0.7%
NS(=O)(=O)c1ccc(N/N=C/c2ccc(C(=O)O)cc2)c([N+](=O)[O-])c1	-3%	3%	5%	-2%	i
CCc1cccc(NS(=O)(=O)c2c(C)n[nH]c2C)c1	-2%	-1%	1%	0%	2.5%
CCn1c(C(O)c2ccccc2)nc2ccccc21 (configuration not stated)	3%	73%	-4%	-3%	0.2%
Cc1[nH]c2ccccc2c1N=Nc1c(C)n(C)n(-c2ccccc2)c1=O	-5%	-12%	-4%	17%	1.4%

Screening data as filed in PubChem.
